Screening data from PubChem.
CD11b adhes enh = CD11b/CD18-fibrinogen binding enhancement; P05107+P11215; K562 CD11b/CD18 adhesion to fibrinogen, ATPlite luminescence; activation, % at 10 µM; 0.07% of 93,000 active;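 active means 10 µM primary screen giving 50% or more activity, confirmed by 40% or more on retest at that dose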; further: strong numbers were not always called active; reference of the scale not given here
Target sequence (P05107 whole entry, looked up, other chains not shown): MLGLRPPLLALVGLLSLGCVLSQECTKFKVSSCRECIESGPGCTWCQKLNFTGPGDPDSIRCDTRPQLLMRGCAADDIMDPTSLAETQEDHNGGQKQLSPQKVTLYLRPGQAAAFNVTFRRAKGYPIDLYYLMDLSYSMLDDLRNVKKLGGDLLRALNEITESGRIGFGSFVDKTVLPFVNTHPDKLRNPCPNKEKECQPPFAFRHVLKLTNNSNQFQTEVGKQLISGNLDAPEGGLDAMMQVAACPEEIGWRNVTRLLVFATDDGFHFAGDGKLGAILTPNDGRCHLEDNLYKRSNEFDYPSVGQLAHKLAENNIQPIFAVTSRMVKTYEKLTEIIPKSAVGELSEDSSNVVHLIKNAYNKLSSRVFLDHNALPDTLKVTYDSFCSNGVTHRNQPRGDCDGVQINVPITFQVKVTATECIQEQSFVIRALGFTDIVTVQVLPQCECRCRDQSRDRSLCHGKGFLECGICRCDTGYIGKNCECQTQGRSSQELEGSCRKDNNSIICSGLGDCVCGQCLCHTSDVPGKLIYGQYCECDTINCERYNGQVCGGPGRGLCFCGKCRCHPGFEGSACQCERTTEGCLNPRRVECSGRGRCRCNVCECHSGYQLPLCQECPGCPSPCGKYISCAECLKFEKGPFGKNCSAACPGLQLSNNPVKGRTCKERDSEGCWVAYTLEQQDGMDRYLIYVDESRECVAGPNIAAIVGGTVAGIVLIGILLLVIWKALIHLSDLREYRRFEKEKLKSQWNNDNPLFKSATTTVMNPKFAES
Mac1 fbg inh = blocks human CD11b/CD18 adhesion to fibrinogen. inhibition, % at 10 µM. 0.54% of 93,000 active. K562 CD11b/CD18 adhesion to fibrinogen, ATPlite luminescence; Mn2+ added to activate the integrin. P05107+P11215. AID 1497;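 active means primary inhibition of 50% or more at 10 µM, then 40% or more on retest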; further: some results filed as inactive read as strong as hits
Starred values were filed as active, the others as inactive.

SMILES	CD11b adhes enh	Mac1 fbg inh
Cc1ccccc1NC(=O)Cn1c(=O)n(Cc2ccccc2)c(=O)c2c(C)c(C)sc21	40	-41
CCOC(=O)C1=C(C)Nc2ccccc2N=C1NC(=O)Cc1ccc(OC)cc1	-1	-2
Cc1cc(C)c(C(=O)CSc2nc(C)cc(C)c2C(N)=O)c(C)c1	0	0
COc1ccc(N=C2C(=O)N3c4c(cccc42)C(C)=CC3(C)C)cc1	6	20
O=C(N/N=C/c1ccncc1)c1cccc(NC(=O)c2ccc(Cl)cc2)c1	30	14
Cc1ccccc1NC(=S)N(C)CCc1ccccn1	0	5
FC(F)Sc1ccc(-n2cc(-c3ccccc3)[n+]3c2CCC3)cc1	1	6
O=C(Nc1c(C(=O)C2CC2)oc2ccccc12)c1ccc(Cl)cc1	-1	6
CSc1c(CC(=O)Nc2ccc(F)cc2)n(Cc2ccccc2)c2ccccc12	-5	3
COc1ccc2[nH]c3c(Cl)ncnc3c2c1	3	2
CCOc1ccc(CN2CCC(C(=O)N3CCN(c4ccccc4F)CC3)CC2)cc1OC	0	6
COc1ccc(CCNC(=O)COc2ccc(-c3ccc(C#N)cc3)cc2)cc1	11	-1
CCCCOc1ccc(/C=C/C(=O)OCC(=O)NC(=O)NCC(C)C)cc1OCC	2	20
O=C(N/N=C/c1cccc([N+](=O)[O-])c1)c1ccc(COc2ccccc2-c2ccccc2)cc1	6	-8
CC(=O)OCCCNc1cc(Sc2ccc(Cl)cc2)c2nonc2c1[N+](=O)[O-]	-4	4
COc1ccc(/C=C/C(=O)OCc2cc(=O)n3c(n2)sc2ccccc23)cc1	37	-22
Cc1cccc(CSc2ccc3nnc(-c4cccs4)n3n2)c1	25	0
O=C(COC(=O)Cc1ccc(Cl)cc1)Nc1ccc(OC(F)F)cc1	7	4
Cc1cc(NC(=O)c2ccc(F)cc2)n(CCOC(=O)c2ccc(F)cc2)n1	-2	6
CCSc1ncc(Cl)c(C(=O)Nc2ccccc2)n1	-5	2
CN1CCN(C(=O)c2ccc(CSc3ccc(Cl)cc3)cc2)CC1	-2	76*
Cc1ccc(N2C(=O)/C(=C/c3ccco3)SC2=S)cc1	5	-20
O=C(CN1CCCc2ccccc21)N/N=C/c1ccc(O)cc1O	3	6
CCOC(=O)c1c(NC(=O)C2=C(C)NC(=S)NC2c2ccccc2C(F)(F)F)sc(C)c1C (centres undefined)	1	11
Cc1cc(C)n(-c2ccc(C(=O)OCC(=O)Nc3ccc(Cl)cc3[N+](=O)[O-])cc2)n1	6	13
O=C(Nc1cccc2c1CCCC2)c1ccc(Cl)c([N+](=O)[O-])c1	0	2
Cc1ccccc1NC(=O)CSCc1nc(N)nc(Nc2ccccc2C)n1	8	-13
CN1/C(=C/C(=O)c2ccc(Cl)cc2)Sc2cc3c(cc21)OCO3	10	8
Cn1c(NC(=O)C[n+]2cc(-c3ccccc3)n3c2CCC3)cc(=O)n(C)c1=O	-1	1
CCOC(=O)c1ccc(NC(=S)NCCC2=CCCCC2)cc1	-2	-1
CCN1/C(=C2\C(=O)N(C)C(=S)N2C)C=Cc2cc(OC)ccc21	-1	-5
Cc1ccc(C(=O)Nc2nnc(-c3ccco3)o2)cc1C	-3	-20

A portion from further up:
SMILES	CD11b adhes enh	Mac1 fbg inh
Cc1ccccc1NC(=O)Cn1c(=O)n(Cc2ccccc2)c(=O)c2c(C)c(C)sc21	40	-41
CCOC(=O)C1=C(C)Nc2ccccc2N=C1NC(=O)Cc1ccc(OC)cc1	-1	-2
Cc1cc(C)c(C(=O)CSc2nc(C)cc(C)c2C(N)=O)c(C)c1	0	0
COc1ccc(N=C2C(=O)N3c4c(cccc42)C(C)=CC3(C)C)cc1	6	20
O=C(N/N=C/c1ccncc1)c1cccc(NC(=O)c2ccc(Cl)cc2)c1	30	14
Cc1ccccc1NC(=S)N(C)CCc1ccccn1	0	5
FC(F)Sc1ccc(-n2cc(-c3ccccc3)[n+]3c2CCC3)cc1	1	6
O=C(Nc1c(C(=O)C2CC2)oc2ccccc12)c1ccc(Cl)cc1	-1	6
CSc1c(CC(=O)Nc2ccc(F)cc2)n(Cc2ccccc2)c2ccccc12	-5	3
COc1ccc2[nH]c3c(Cl)ncnc3c2c1	3	2
CCOc1ccc(CN2CCC(C(=O)N3CCN(c4ccccc4F)CC3)CC2)cc1OC	0	6
COc1ccc(CCNC(=O)COc2ccc(-c3ccc(C#N)cc3)cc2)cc1	11	-1
CCCCOc1ccc(/C=C/C(=O)OCC(=O)NC(=O)NCC(C)C)cc1OCC	2	20
O=C(N/N=C/c1cccc([N+](=O)[O-])c1)c1ccc(COc2ccccc2-c2ccccc2)cc1	6	-8
CC(=O)OCCCNc1cc(Sc2ccc(Cl)cc2)c2nonc2c1[N+](=O)[O-]	-4	4

Only part of the results is shown; count on the stated rates, not on these rows.
